Myeloid diff MLP = compounds promoting myeloid differentiation | ER-HoxA9 myeloid progenitors, lysozyme-GFP differentiation, flow cytometry | calls only at 10 µM | 360,000 tested, 1% active | AID 624256;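 active = normalized GFP-positive differentiation at or above the plate's own cutoff, the solvent-only control mean plus 3 SD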;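 also: cells exposed to compound for four days before flow analysis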
Autophagy HCS = modulators of autophagy; MEF GFP-LC3 puncta imaging; test concentration mostly 10 µM; calls only at 10 µM (by protocol); 190,000 tested, 0.98% active;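 active = percentage of spot-positive cells more than 3 SD above its plate mean, without a fluorescence outlier flag or 80% toxicity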;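 also: spot-positive cell cutoff set from DMSO-treated cells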
bCat nuc transl = beta-catenin nuclear translocation modulation; HeLa beta-catenin nuclear translocation, immunofluorescence imaging; 190,000 tested, 0.3% active; nuclear translocation activity, % at 5 µM; AID 1665;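 active = nuclear translocation activity above 50% at 5 µM, with a well cell count of 50 or more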;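 also: per-cell ratio of nuclear to cytoplasmic median beta-catenin stain intensity; plate controls were DMSO negative control for no effect and GSK-3 inhibitor IX positive control for full effect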
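Signal – beta-catenin immunofluorescence imaging with DAPI · Test system – human HeLa cell line · Dosing – 5 µM primary single dose, 0.1% DMSO, 0.02–20 µM confirmation series · Measure – % activation, nuclear-to-cytoplasmic median beta-catenin signal ratio per cell · Incubation – 24 h compound exposure at 37°C, 5% CO2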
West Nile virus CPE = inhibition of WNV-induced cytopathic effect – cell-based, CPE readout (AID 1621) | West Nile virus-infected cells, CPE inhibition; higher % means a stronger effect | CPE inhibition, % at 10 µM; hits with a dose series show IC50 in µM | 290,000 tested, 0.02% active; in the data active = a potency from the dose series; also: strong numbers were not always called active
T cell HTS = T cell immune modulation candidate | AID 2052 | 330,000 tested, 0.068% active | calls only at 7 µM | 2C CD8+ T cell-vesicle binding, flow cytometry; stronger effect = lower value;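 active = response, share of CD8 T cells binding vesicles, and their 90th percentile fluorescence all below set limits, cut at about 80% in these data, passing the limit was not always enough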
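Test system: purified 2C TCR transgenic mouse naive CD8+ T cells. Probe or stimulus: QL9-peptide-loaded Drosophila micro-vesicles bearing Ld, ICAM-1 and B7-1. Incubation: binding step 1.5 h, 37 °C, antibody labelling 20 min, ice. Measured by: flow cytometry of vesicle-bound cells.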
WT yeast gro inh = growth inhibition of WT yeast, mitochondrial fusion screen. mitochondrial fusion phenotypic screen, WT strain. inhibition, % at 10 µM. 190,000 tested, 2.1% active. AID 1362; in the data active = inhibition above about 58%; tested in S. cerevisiae
Lipid droplet = hepatic lipid droplet formation modulation; AML12 mouse hepatocytes, oleate lipid droplets, BODIPY imaging; inhibition, % at 6.5 µM; 240,000 tested, 0.4% active; AID 1656;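 active = lipid droplet intensity inhibited by at least 50%, with more than 500 cells counted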
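Material – mouse AML12 hepatocyte cell line, fixed after treatment · Compound dosing – one dose, 6.5 µM compound · Times – compound with oleate, overnight · Measured by – Image-based BODIPY and DAPI two-channel analysis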
MT stabilizer = microtubule stabilization, imaging screen; 200,000 tested, 0.83% active; AID 2205; HeLa tubulin immunostaining HCS, 24 h; share of cells brighter than vehicle mean+2SD; % tubulin-high responders, % at 10 µM;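 active = plate Z-score above 3 for both tubulin-high and condensed-nucleus cell shares, with cell loss under 80%, at 10 µM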;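 also: anti alpha tubulin signal scored within the nucleus-defined area of each cell; some results filed as inactive read as strong as hits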
Insulin prom up = MIN6 insulin promoter up-regulation; MIN6 insulin promoter-GFP reporter, high-content imaging; stronger effect = higher value; z-score at 5 µM; 190,000 tested, 0.3% active;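 active = z-score above 3 at 5 µM with at least 500 cells counted in the well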
WT yeast gro inh mutant strain = second read-out of WT yeast gro inh, no call of its own (marks repeat the call); inhibition, %; mitochondrial fusion phenotypic screen, mutant strain inhibition
Insulin prom up cell count = further read-out of Insulin prom up, marked with its call; cell count; measured here: cytotoxicity, nuclei count;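 total cells summed across four imaged fields per well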
Lipid droplet cells 6.5 µM = recorded beside Lipid droplet, whose call it bears; cell count; measured here: cell count, cytotoxicity flag;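 cells counted across two imaged fields per well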
bCat nuc transl cell count 5 µM = also measured in bCat nuc transl; calls as there; cell count; measured here: cell count, cytotoxicity flag
T cell HTS vesicle-bound % = also measured in T cell HTS; calls as there; double positive events, %; measured here: CD8+ vesicle-bound cell fraction;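 binding gate set so that unloaded-vesicle control wells show 10% double positive cells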
MT stabilizer Hoechst-high % = further read-out of MT stabilizer, marked with its call; % Hoechst-high responders; measured here: nuclear condensation Hoechst responders;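 share of cells brighter than vehicle mean plus two SD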
MT stabilizer cytotoxicity % = second read-out of MT stabilizer, no call of its own (marks repeat the call); toxicity, %; measured here: cytotoxicity by cell density;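 0% = mean cell density of plate MIN control wells and 100% = no cells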
Autophagy HCS cell loss 18 h = further read-out of Autophagy HCS, marked with its call; toxicity, %; measured here: cell loss, nuclei count;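 cell loss after 18 h compound exposure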
Myeloid diff MLP GFP+ MAC1+ % = recorded beside Myeloid diff MLP, whose call it bears; GFP+ MAC1+ double positive, %; measured here: differentiation confirmed by MAC1 staining
Numbers without * were called inactive; i = inactive; / = no result given; + = active, no number.

Each structure is followed by: Myeloid diff MLP	Myeloid diff MLP GFP+ MAC1+ %	Autophagy HCS	Autophagy HCS cell loss 18 h	bCat nuc transl	bCat nuc transl cell count 5 µM	West Nile virus CPE	T cell HTS	T cell HTS vesicle-bound %	WT yeast gro inh	WT yeast gro inh mutant strain	Lipid droplet	Lipid droplet cells 6.5 µM	MT stabilizer	MT stabilizer Hoechst-high %	MT stabilizer cytotoxicity %	Insulin prom up	Insulin prom up cell count
#1 Cc1cc(C)c(C(=O)c2ccc(C(=O)N3CCCCC3)cc2)c(C)c1
    i	0.1	/	/	/	/	-1.0%	i	62	/	/	1	821	/	/	/	/	/
#2 CCOC(=O)c1nnn(-c2nonc2-n2cccc2)c1CCl
    i	0.9	i	11	29	223	0.3%	i	40	-8	3	/	/	7.4	2.8	6.0	0.54	1064
#3 COC(=O)C(C)NC(=O)C12CC3CC(C1)CC(c1ccc(C)cc1)(C3)C2 (stereo not drawn)
    i	0.4	/	/	/	/	0.3%	i	48	/	/	-3	797	/	/	/	/	/
#4 Cc1ccc(Cl)cc1NC(=O)c1ccccc1OCC(=O)N1CCOCC1
    i	1.3	/	/	/	/	-0.7%	i	76	/	/	-2	777	/	/	/	/	/
#5 CC(=O)C1C(=O)c2c(cccc2[N+](=O)[O-])C1=Nc1ccc(S(N)(=O)=O)cc1 (stereo not drawn)
    i	0.3	i	-15	-1.2	1120	0.5%	i	32	2	-5	-1	734	3.1	1.3	8.9	-0.03	1405
#6 Cc1cc(C)n(C(=O)Cc2cn3ccsc3n2)n1
    i	0.8	i	0	-6.9	1050	-0.2%	+	2.7*	-1	-10	/	/	1.6	1.4	12	/	/
#7 Clc1ccc(-n2ncc3c(NCc4ccc5c(c4)OCO5)ncnc32)cc1
    i	0.5	i	-11	/	/	0.2%	i	37	6	10	-2	777	1.5	1.0	4.0	-0.32	930
#8 CCCc1nc(SCC(=O)Nc2ccccc2OC)c2c(=O)n(C)c(=O)n(C)c2n1
    i	7.1	i	15	-1.7	1039	0.0%	i	28	16	9	-5	684	3.2	3.1	7.7	0.49	1820
#9 O=[N+]([O-])c1nn(-c2ccccc2)[n+]([O-])c1N1CCN(c2ccccc2)CC1
    i	0.7	i	-19	1.9	842	0.1%	i	41	6	-3	-7	638	1.1	0.9	8.5	-0.69	1598
#10 CCN(CC)c1nc(N2CCOCC2)c(C#N)c2c1CN(C)CC2
    i	1.3	i	11	0.3	1123	0.2%	i	42	-31	-5	/	/	2.2	1.5	6.1	-0.47	1247
#11 COc1ccc(CCN2CC(C(=O)N3CCSCC3)CCC2=O)cc1 (stereo not drawn)
    i	1.5	/	/	/	/	-0.7%	i	4	/	/	-3	791	/	/	/	/	/
#12 Cc1ccc(NC(=O)c2cccs2)cc1S(=O)(=O)N(C)C
    i	0.4	i	2	-1.3	896	-0.7%	i	31	0	-24	-8	643	3.2	3.0	7.0	-0.24	1340
#13 CCOC(=O)c1ccc(N2N=C(C)/C(=C/C=C/c3ccco3)C2=O)cc1
    i	0.6	i	-9	0.0	1092	-0.1%	i	22	2	-13	-3	715	5.0	2.3	5.5	0.39	854
#14 O=C(CCCN1C(=O)c2ccccc2C1=O)Nc1nnc(C2CC2)s1
    i	0.2	i	20	-3.9	1104	-0.3%	i	35	4	0	10	658	1.4	2.2	8.9	1.1	1282
#15 CCOC(=O)N1CCC(Nc2c(Nc3ccc(F)cc3)c(=O)c2=O)CC1
    i	1.1	i	11	0.6	1174	0.1%	i	52	2	11	14	859	2.5	1.1	17	-0.24	818
#16 CCOCC(O)CNc1ccccc1 (stereo not drawn)
    i	0.5	i	-2	-1.7	1188	-0.1%	i	50	-14	9	11	705	2.6	1.9	14	/	/
#17 C/C(CC1(O)/C(=N/O)CCc2nonc21)=N\O (stereo not drawn)
    i	1.2	i	-7	-3.9	976	0.6%	i	3	-12	-6	/	/	4.9	2.9	9.1	-0.77	1393
#18 CCn1c(SCC(=O)N/N=C(\C)c2ccncc2)nnc1-c1ccc(C)cc1
    i	0.1	/	/	1.2	1062	-0.8%	i	20	/	/	-7	710	/	/	/	0.61	1389
#19 CCc1ccc(NC(=O)CCS(=O)(=O)c2cccc3nsnc23)cc1
    i	0.9	i	1	/	/	-0.6%	i	20	-19	-5	-36	792	0.8	1.2	24	0.18	959
#20 Cc1cccc(-c2nc(C#N)c(NCc3ccco3)o2)c1
    i	0.4	/	/	-0.2	1180	0.1%	i	47	/	/	4	703	/	/	/	-1.1	1493
#21 COc1ccc(N2CCN(c3ncccn3)CC2)cc1
    i	0.9	i	-7	-1.0	1095	-0.4%	i	28	-1	11	-7	739	1.3	1.3	4.3	-0.35	1215
#22 O=C(c1ccccc1)N1CCN(Cc2c[nH]c3ccccc23)CC1
    i	0.8	i	-3	/	/	0.2%	i	5	-14	-15	4	653	2.9	2.1	7.3	-0.13	1203
#23 CCOc1ccc(CC(C(=O)NN)C(=O)NN)cc1CN(C)C
    i	8.8	i	38	-1.3	1160	-0.4%	i	8	12	2	-10	723	2.2	1.4	6.0	-0.17	944
#24 CCN(CC)C(=O)c1nn(-c2ccccc2)c2c1C1CCC2(C)C1(C)C (stereo not drawn)
    i	0.1	i	2	-0.7	1055	-0.9%	i	50	5	15	13	740	4.9	2.7	2.7	-0.8	1283
#25 COc1ccccc1NC(=O)Cn1ncc2c1-c1ccccc1OC2
    i	2.4	/	/	-1.7	1121	0.0%	i	36	8	20	-30	614	2.3	2.2	8.9	-0.36	1789
#26 Cc1ccc(CN(Cc2ccccc2)C(=S)Nc2ccccc2C)o1
    i	0.6	i	-14	-1.0	1064	-0.7%	i	16	3	8	-13	728	2.5	1.7	12	-1.6	1219
#27 O=C1CCCN1CCCN1C(=O)N[C@@H](Cc2ccccc2)C1=O
    i	0.7	i	3	-6.4	995	0.7%	i	20	34	7	/	/	4.4	3.0	11	0.06	1168
#28 Cn1c(N)c(C(=O)COC(=O)CCCc2nc3ccccc3s2)c(=O)n(C)c1=O
    i	0.1	+	19*	-2.0	1025	-0.6%	i	6	11	-11	-11	640	3.2	1.5	1.8	0.4	1262
#29 Cc1cc(/C=C(\C#N)C(N)=O)c(C)n1-c1ccc(N2CCOCC2)c([N+](=O)[O-])c1
    i	0.6	i	5	-1.6	1165	0.0%	i	10	-6	8	5	661	4.6	2.5	9.9	-0.66	1507
#30 Cn1c(=O)c(=O)n(C)c2cc(N3CCCCC3)c(NS(=O)(=O)c3ccc([N+](=O)[O-])cc3)cc21
    i	0.6	/	/	/	/	1.2%	i	36	/	/	4	762	/	/	/	/	/
#31 CCCCCCn1c(CN2CCN(C(=O)OCC)CC2)nc2c1c(=O)n(C)c(=O)n2C
    i	8.2	i	-4	/	/	-0.4%	i	49	/	/	/	/	3.4	2.0	5.7	/	/
#32 CC(=O)Oc1ccc(-c2cccc(C(=O)N(C)c3ccc(O)cc3)c2)cc1
    i	0.2	i	19	0.4	1038	-0.7%	i	63	-2	-4	0	661	4.0	2.7	0.7	-2.2	1684
#33 O=C(NCCCNC(=O)c1cccnc1)c1ccc(Cl)cc1
    i	0.5	/	/	/	/	-0.3%	i	18	/	/	-6	790	/	/	/	/	/
#34 COC(CNC(=O)c1ccc2c(c1)nc(C)n2-c1cccc(F)c1)OC
    i	0.8	i	-2	/	/	0.0%	i	28	13	23	-1	822	1.6	1.7	6.7	0.1	863
#35 CCCc1nnc(NC(=O)CS(=O)(=O)c2ccc(C)cc2)s1
    i	0.7	/	/	/	/	-0.1%	i	23	/	/	3	813	/	/	/	/	/
#36 CCOc1cc(S(=O)(=O)Nc2cc(C)cc(C)c2)ccc1Cl
    i	5.1	i	-2	-1.9	1089	0.7%	i	35	29	14	19	767	0.9	1.5	5.2	0.13	828

Exported bar-delimited: part of the list above
item | SMILES | Myeloid diff MLP | Myeloid diff MLP GFP+ MAC1+ % | Autophagy HCS | Autophagy HCS cell loss 18 h | bCat nuc transl | bCat nuc transl cell count 5 µM | West Nile virus CPE | T cell HTS | T cell HTS vesicle-bound % | WT yeast gro inh | WT yeast gro inh mutant strain | Lipid droplet | Lipid droplet cells 6.5 µM | MT stabilizer | MT stabilizer Hoechst-high % | MT stabilizer cytotoxicity % | Insulin prom up | Insulin prom up cell count
31 | CCCCCCn1c(CN2CCN(C(=O)OCC)CC2)nc2c1c(=O)n(C)c(=O)n2C | i | 8.2 | i | -4 | / | / | -0.4% | i | 49 | / | / | / | / | 3.4 | 2.0 | 5.7 | / | /
32 | CC(=O)Oc1ccc(-c2cccc(C(=O)N(C)c3ccc(O)cc3)c2)cc1 | i | 0.2 | i | 19 | 0.4 | 1038 | -0.7% | i | 63 | -2 | -4 | 0 | 661 | 4.0 | 2.7 | 0.7 | -2.2 | 1684

Assay outcomes: PubChem BioAssay, several laboratories
